Screening results from PubChem BioAssay.
Efflux pump mplx – inhibitors of Candida efflux pumps in yeast, primary screen, S. cerevisiae, Nile Red, multiplex; inhibition, % at 10 µM; S. cerevisiae Candida pump triplex; 330,000 compounds, 0.44% hits; AID 485275, 2010;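 active means plate passing quality check with inhibition over a set limit, or well fluorescence over plate mean plus 4 SD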;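 further: Nile Red retained in pooled yeast measured as flow cytometry median fluorescence; 0% = buffer negative control and 100% = Enniatin B positive control; higher means more Nile Red kept so more efflux inhibition; some compounds called inactive have numbers as strong as hits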
CTSL1 counter – Fasciola hepatica cathepsin L1 inhibitors, primary screen, counter-screen for PFM18AAP inhibitor project, biochemical, QFRET, fluorogenic peptide substrate; 300,000 compounds, 0.49% hits; inhibition, % at 5.96 µM; recombinant F. hepatica cathepsin L1, Z-Leu-Arg-MCA fluorescence; AID 1906, 2009;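 active means inhibition above the mean of all tested compounds plus 3 SD, set per screening campaign, cut at about 17% in these data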;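 further: 0% = plate median of test compound wells and 100% = 1 µM Z-Phe-Ala-diazomethylketone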
PREPL inh – PREPL enzyme inhibitors, primary screen, biochemical, fluorescence polarization; Prolyl endopeptidase-like (Homo sapiens), Q4J6C6; recombinant PREPL, fluorescence polarization activity-based probe; inhibition, % at 5.96 µM; 320,000 compounds, 0.68% hits; AID 2751, 2010; in the data active means inhibition above about 43%;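 further: 0% = enzyme with DMSO and 100% = wells lacking enzyme; many of its hits are not listed in these tables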
PP1 counter – PP1-alpha phosphatase inhibitors, primary screen, counter-screen for PP5 inhibitor project, biochemical, fluorescence, OMFP substrate, single point. Serine/threonine-protein phosphatase PP1-alpha catalytic subunit (Homo sapiens), P62136. inhibition, % at 6.7 µM. 320,000 compounds, 0.9% hits. purified PP1alpha;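 active means inhibition above the mean inhibition of all tested compounds plus 3 SD, computed separately for each screening campaign, cut at about 15% in these data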
Target sequence (P62136 whole entry, looked up): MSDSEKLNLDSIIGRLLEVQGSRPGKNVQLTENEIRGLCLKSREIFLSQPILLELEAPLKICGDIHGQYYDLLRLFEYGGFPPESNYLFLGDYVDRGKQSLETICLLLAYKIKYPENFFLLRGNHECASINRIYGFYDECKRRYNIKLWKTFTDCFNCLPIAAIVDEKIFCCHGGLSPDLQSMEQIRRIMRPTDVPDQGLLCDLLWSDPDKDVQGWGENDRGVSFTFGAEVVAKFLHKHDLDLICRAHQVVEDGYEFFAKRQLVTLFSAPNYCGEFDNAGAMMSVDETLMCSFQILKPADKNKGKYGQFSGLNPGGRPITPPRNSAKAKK
PP5 primary – PP5 phosphatase inhibitors, primary screen, biochemical, fluorescence; Serine/threonine-protein phosphatase 5 (Homo sapiens), P53041; purified PP5c, OMFP substrate fluorescence; inhibition, % at 6.7 µM; 320,000 compounds, 0.18% hits; AID 1987, 2009;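 active means inhibition above the campaign's mean inhibition across all tested compounds plus 3 SD, cut at about 9.5% in these data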;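 further: 0% = DMSO only and 100% = 100 µM cantharidin control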
Target sequence (P53041 whole entry, looked up): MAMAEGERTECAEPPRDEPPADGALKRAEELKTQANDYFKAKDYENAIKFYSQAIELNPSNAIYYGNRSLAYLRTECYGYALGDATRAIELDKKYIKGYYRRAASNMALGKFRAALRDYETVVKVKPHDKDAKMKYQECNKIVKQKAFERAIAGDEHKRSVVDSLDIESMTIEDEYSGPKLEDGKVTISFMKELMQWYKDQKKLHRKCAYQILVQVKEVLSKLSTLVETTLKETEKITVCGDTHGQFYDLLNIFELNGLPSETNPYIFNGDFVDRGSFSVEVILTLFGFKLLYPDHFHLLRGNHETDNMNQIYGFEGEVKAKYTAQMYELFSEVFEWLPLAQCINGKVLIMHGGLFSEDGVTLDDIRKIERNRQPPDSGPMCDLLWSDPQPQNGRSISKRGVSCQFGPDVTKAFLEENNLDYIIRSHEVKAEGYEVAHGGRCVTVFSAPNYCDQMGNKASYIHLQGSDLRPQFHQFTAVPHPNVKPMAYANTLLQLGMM
LYPLA2 counter – LYPLA2 inhibitors, primary screen, counter-screen for PME1 inhibitor project, biochemical, fluorescence polarization, FP-Rh probe ABPP; Acyl-protein thioesterase 2 (Homo sapiens), O95372; recombinant LYPLA2; inhibition, % at 5.9 µM; 320,000 compounds, 0.38% hits;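 active means inhibition above the screen-wide mean plus 3 SD, limit set per campaign, cut at about 26% in these data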;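 further: 0% = LYPLA2 with DMSO and 100% = wells lacking LYPLA2 enzyme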
Target sequence (O95372 whole entry, looked up): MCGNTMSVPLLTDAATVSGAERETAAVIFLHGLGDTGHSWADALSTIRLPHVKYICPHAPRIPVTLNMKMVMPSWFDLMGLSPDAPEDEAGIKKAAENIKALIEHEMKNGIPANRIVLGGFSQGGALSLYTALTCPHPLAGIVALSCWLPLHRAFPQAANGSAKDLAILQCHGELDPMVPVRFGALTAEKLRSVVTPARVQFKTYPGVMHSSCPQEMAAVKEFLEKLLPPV
GASC-1 inh – inhibitors of GASC-1 histone demethylase, primary screen, biochemical, fluorescence, DELFIA europium; Lysine-specific demethylase 4C (Homo sapiens), Q9H3R0; GST-JMJD2C(1-420) H3K9me3 demethylation; inhibition, % at 2.35 µM; 330,000 compounds, 0.069% hits; AID 2099, 2009;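 active means more than half of a compound's replicate wells show inhibition beyond 50%, single wells judged on their own value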;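 further: signal counts dimethyl H3K9 product captured on neutravidin plate; 0% = median of DMSO wells and 100% = 0.3 times that DMSO median; strong numbers were not always called active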
TPT1 inh – Candida albicans TPT1 enzyme inhibitors, primary screen, biochemical, fluorescence polarization. tRNA 2'-phosphotransferase TPT1 (Candida albicans SC5314). recombinant caTPT1, FP RNA substrate dephosphorylation. inhibition, % at 5 µM. 300,000 compounds, 0.81% hits;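 active means inhibition above the mean of all tested compounds plus 3 SD, set per screening campaign, cut at about 24% in these data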;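 further: plate controls were DMSO alone for no effect and ferristatin control at 100 nM for full effect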
HCV core dimer – inhibitors of HCV core protein dimerization, primary screen, biochemical, TR-FRET, high-throughput; TR-FRET GST/Flag-core106 dimerization, 1536-well; inhibition, % at 5 µM; 300,000 compounds, 0.33% hits; AID 1899, 2009;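 active means inhibition above the mean of all tested compounds plus 3 SD, set per screening campaign, cut at about 45% in these data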
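System – GST-tagged and Flag-tagged HCV core protein residues 1-106 · Repeats – one well for each compound · Technique – TR-FRET 671 and 617 nm emission · Doses – one concentration, 5 µM, in 0.5% DMSO · Times – 4 h, 22.5 °C incubation · Also added – Eu donor and XL665 acceptor anti-tag antibodies · Measure – percent inhibition of core106 dimerization signal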
* hit, by the source's call; . = not tested or not shown; & = joins results of further samples.

SMILES	Efflux pump mplx	CTSL1 counter	PREPL inh	PP1 counter	PP5 primary	LYPLA2 counter	GASC-1 inh	TPT1 inh	HCV core dimer
O=S(=O)(NC1CCCCC1Sc1ncccn1)c1ccc(Cl)cc1 (stereo not given)	0.6	2	2	-6	1.9	0	-15	-2	-6
CCOc1ccc(C2CC(c3ccc(CC)cc3)n3nc(N)nc3N2)cc1 (stereo not given)	0.2	1	37	2	6.5	2	7	-3	6
CC1CCCN(C(=O)CCNC(=O)Cn2cnc3ccccc3c2=O)C1 (stereo not given)	-0.1	-1	6	-5	-0.4	2	5	-3	1
O=C(CSc1nc2ccccc2n1Cc1ccccc1)N/N=C/c1ccccc1C(=O)O	0.0	1	-16	-2	-0.1	-3	-8	2	13
O=C(c1ccccc1)N1CCN(S(=O)(=O)c2cccs2)CC1	-0.1	1	8	-2	-1.5	0	-10	-5	-3
O=C(NCC(=O)N(c1ccccc1)C(C(=O)NC1CCCC1)c1ccncc1)c1cccs1 (stereo not given)	-0.1	1	10	-1	0.7	4	-10	-5	-6
Cc1noc(/C=C/N(C)C)c1S(=O)(=O)N1CCCC(C(=O)NCc2ccc(F)cc2)C1 (stereo not given)	0.1	1	6	2	5.4	-6	2	6	8
O=C(NCCCN1CCCC1)c1cc(Sc2ccc(F)cc2)nc2ccccc12	-0.2	1	-25	1	1.3	-1	-19	-2	0
COc1cc(OC)c(/C=C2\SC(=O)N(CC(=O)Nc3ccccc3F)C2=O)c(OC)c1	-0.2	0	0	6	-0.8	-16	-1	-3	10
N/C(Cc1ccc(Cl)cc1Cl)=N\OC(=O)c1ccccc1F	0.4	-3	18	1	2.6	-1	-16	3	-4
Cc1nonc1OCCNc1ccc([N+](=O)[O-])cc1[N+](=O)[O-]	-0.1	1	0	-5	-3.6	2	2	0	0
Cc1cc(C)c(S(=O)(=O)N2CCN(C(=O)c3cc4ccccc4oc3=O)CC2)c(C)c1	0.1	.	-16	-1	1.5	5	-2	.	.
COc1cc(/C=C/C(=O)OC(C)C(=O)c2ccccc2)cc(OC)c1OC (stereo not given)	-0.1	7	7	2	2.5	5	20	3	-4
COc1ccc(C(=O)/C(C#N)=N/Nc2ccccc2[N+](=O)[O-])cc1	-0.2	8	5	-1	1.6	11	2	5	2
COc1ccc2c(Cl)c(C(=O)NCC3CCCO3)sc2c1Cl (stereo not given)	0.0	0	-7	0	1.3	5	1	0	-13
CCN1CCN(CCCN(Cc2ccco2)C(=S)Nc2cc(Cl)ccc2C)CC1	0.1	1	7	-1	-0.6	2	0	-3	13
CCCn1nc(NS(=O)(=O)c2ccccc2[N+](=O)[O-])c2cc3ccccc3nc21	-0.1	2	11	-1	0.9	4	-1	-2	1
CN(C)CCCNC(=O)c1cc(S(=O)(=O)N2CCOCC2)ccc1F	-0.1	-2	2	-3	-1.1	-2	2	-1	-10
C/C(=N/NC(=O)c1ccoc1C)C12CC3CC(CC(C3)C1)C2	0.1	1	8	-1	-2.2	1	-1	2	4
COc1cccc(-c2noc(-c3cccs3)n2)c1	0.1	1	-4	-1	2.7	4	-2	-2	1
CCn1nc(C(=O)OCC(=O)NC(C)C)c2ccccc2c1=O	0.4	-3	16	-8	3.9	-12	-18	-9	0
O=C(NCCC1=CCCCC1)C1CCN(S(=O)(=O)c2ccc(Br)s2)CC1	-0.2	3	7	1	3.1	5	2	1	2
Oc1ccc(-c2cnc3ccccc3n2)cc1	-0.1	0	-8	-3	-1.3	-4	9	-2	1
O=C(COC(=O)c1ccccc1NC(=O)c1ccco1)Nc1ccc2c(c1)OCO2	-0.1	-3	-5	2	-0.1	4	6	-3	13
c1ccc(-c2cc(-c3ccccc3)[nH]n2)cc1	-0.1	1	-5	3	2.6	-1	3	-2	-10
O=C(O)c1cccc2c1C(=O)c1ccc(-c3ccc(F)cc3F)cc1S2(=O)=O	0.1	.	6	-1	-0.3	3	.	.	.
OCC[C@H]1C[C@@H](O)[C@H](O)[C@@]2(Cc3ccccc3O2)O1	0.0	-5	14	-4	3.5	-8	-4	4	-5
OCCCn1c(-c2ccccc2)csc1=Nc1ccccc1	0.0	-2	12	0	0.4	2	-5	2	5
CCCCNC(=S)NNC(=O)c1ccoc1C	-0.3	-3	1	-3	-0.6	8	-1	0	-2
Cc1ccc(C(C)C)c(OCc2nnc(SCC(=O)Nc3ncc(C)s3)n2C)c1	-0.1	6	4	-4	1.3	4	-2	-3	1
CCC(C)NCCOCCOc1ccc(C)cc1OC (stereo not given)	0.2	2	14	0	0.3	2	-10	2	-7
O=C(Nc1cccc([N+](=O)[O-])c1)c1ccc(CN2CCOCC2)cc1	0.3	0	21	2	-2.1	2	-15	1	-7
Cc1nc(NC(=O)CCc2ccccc2)sc1C	0.0	2	-2	-2	-1.4	5	2	0	10
O=C(/C=C/c1ccccc1)c1ccoc1	0.0	-1	2	-6	-3.2	0	-8	-2	-2
COc1ccc(S(=O)(=O)N2CCCCC2)cc1NS(=O)(=O)c1cc(Cl)ccc1Cl	0.0	-1	4	-1	1.1	1	-5	-2	24
COc1ccc(-c2cc(C(=O)Nc3cccc(S(=O)(=O)NCc4ccco4)c3)c3ccccc3n2)cc1OC	0.0	6	-13	4	3.2	-86	26	3	18
COC(=O)C1=C(C)Nc2ncnn2C1c1ccc(OC(=O)c2ccccc2)cc1 (stereo not given)	-0.2	-3	24	1	2.0	2	1	-2	-5
Cc1ccccc1OCC(O)CN1CCN(C)CC1 (stereo not given)	-0.1	-2	0	-3	0.3	-2	0	0	5
COc1ccc(Cn2c(O)c(C=Nc3ccc(C)cc3)c3ccccc3c2=O)cc1	-0.1	0	-1	-2	0.8	0	-1	-4	-5
CCOC(=O)Cc1csc(NC(=O)Nc2ccc(OC(F)(F)F)cc2)n1	-0.1	2	-1	-5	0.2	2	-19	0	3
Cc1ccc(NC(=O)CCc2c(C)nn(-c3ccc(N4CCOCC4)nn3)c2C)cc1F	0.3	-1	6	-8	-5.0	-3	40	-2	-6
N#Cc1ccc(S(=O)(=O)N2CCC(C(=O)N3CCN(Cc4ccc5c(c4)OCO5)CC3)CC2)cc1	1.2	.	13	2	3.6	2	-23	.	.
CCOC(=O)N(CC)OC(=O)Nc1ccc(Cl)cc1	-0.2	2	8	2	0.9	-3	3	-3	-2
Cc1ccccc1CN(C)Cc1cc(=O)oc2c(C)c(C)ccc12	-0.2	2	3	1	0.1	-5	-1	2	1
Cc1ccc(S(=O)(=O)N2CCOCC2)cc1C(=O)Nc1ccc(S(=O)(=O)Nc2nccs2)cc1	0.1	-4	0	30*	-0.4	7	0	4	0
CCCC1(C(=O)OCC)NC(c2ccc(N(C)C)cc2)C2C(=O)N(c3ccc(F)cc3)C(=O)C21 (stereo not given)	0.0	-2	7	0	2.7	0	2&-7	2	5
Cc1ccc2nc(COc3ccc(Cl)cc3)cc(=O)n2c1	-0.1	2	10	-1	0.8	4	7	-4	9
O=C(/C=C/Nc1ccc(S(=O)(=O)Nc2cnc3ccccc3n2)cc1)c1cccnc1	0.1	2	7	6	-0.3	2	8	1	-35
O=C(COC(=O)/C=C/c1ccco1)NCc1ccc(Cl)cc1	-0.1	.	-3	0	1.9	7	15	.	.
CC(C)C(c1nnnn1Cc1ccco1)N1CCN(C2CCCC2)CC1 (stereo not given)	-0.1	-2	6	-1	0.0	5	-2	-3	0

Carrying on:
SMILES	Efflux pump mplx	CTSL1 counter	PREPL inh	PP1 counter	PP5 primary	LYPLA2 counter	GASC-1 inh	TPT1 inh	HCV core dimer
Nc1nc(OCC2CCCCC2)c2[nH]cnc2n1	-0.2	-5	7	-1	2.2	5	28	-2	-7
CCCCC(CC)CNCc1cccn1CCN1CCOCC1 (stereo not given)	0.0	-4	14	-3	0.9	0	-31	0	5
Cc1cc(CNC(=O)c2ccc(C)c([N+](=O)[O-])c2)c2ccccc2n1	0.2	1	-8	2	0.9	-1	-7	1	2
CN(C)c1ccc(NS(=O)(=O)c2ccc(Cl)cc2)cc1	-0.3	-1	10	-2	2.4	6	11	1	-6
CCOc1cc(NC(=S)NCC2CCCO2)c(OCC)cc1NC(=O)C1CC1 (stereo not given)	0.0	5	-8	-1	1.4	3	6	2	-2
c1ccc2c(c1)OCC(c1csc3ncnc(N4CCCC4)c13)O2 (stereo not given)	0.1	5	-1	1	0.8	1	-18	2	6
Cc1ccc2nc(SCC(=O)c3c(C)[nH]c4ccccc34)[nH]c2c1	0.2	-2	8	1	3.8	-17	-12	1	1
Cc1cccc(N(C(=O)Cn2nnc(-c3ccc(F)cc3)n2)C(C(=O)NC(C)(C)C)c2ccncc2)c1 (stereo not given)	0.0	-1	15	-5	1.9	-4	-4	1	12
O=C(CSc1nnc(CN2CCOCC2)n1-c1ccc(Cl)cc1)Nc1ccc2c(c1)OCO2	-0.1	3	27	-4	-0.7	-1	0	0	0
COc1nc(-c2ccccc2)c2cc(Br)ccc2n1	0.2	1	6	3	4.0	6	2	-2	17
Cc1ccc(-c2csc(NC(=O)CCNC(=O)c3ccc(Cl)cc3)n2)cc1	0.4	-5	1	-6	-4.4	-15	-29	1	10
O=C(NCCc1ccc(Cl)cc1)c1cccc(N2CCCC2=O)c1	0.0	-3	13	-2	3.4	5	0	0	-6
CN1C(=O)N(CC(=O)N2CCN(S(=O)(=O)c3ccc(Cl)s3)CC2)C(=O)C12CCCCC2	0.2	.	16	9	2.8	4	-12	.	.
O=C(NN1CCCCC1)c1cccc(COc2ccc(Cl)cc2)c1	0.1	-2	35	-2	2.4	-1	0	1	-10
CCCn1c(SCC(=O)NC2CCCCC2)nnc1-c1cccnc1	0.0	1	0	3	0.2	-3	-22	1	3
O=C(CC(=O)NCc1ccc(Cl)cc1)NCc1ccccc1	-0.1	-2	-10	-1	1.6	0	11	-2	-3
COc1ccc(-n2c(SCC(=O)NCc3ccco3)nnc2-c2c[nH]c3ccccc23)cc1	-0.1	0	32	-2	0.3	-1	-1	0	10
CC1C(c2ccccc2)=[N+]([O-])C2(CCCC2)N1O (stereo not given)	-0.1	11	8	0	-1.8	-4	-3	0	1

3 of these compounds in a different format.
Every second line gives: Efflux pump mplx	CTSL1 counter	PREPL inh	PP1 counter	PP5 primary	LYPLA2 counter	GASC-1 inh	TPT1 inh	HCV core dimer
- Oc1ccc(-c2cnc3ccccc3n2)cc1
  -0.1	0	-8	-3	-1.3	-4	9	-2	1
- O=C(COC(=O)/C=C/c1ccco1)NCc1ccc(Cl)cc1
  -0.1	.	-3	0	1.9	7	15	.	.
- Cc1ccc(S(=O)(=O)N2CCOCC2)cc1C(=O)Nc1ccc(S(=O)(=O)Nc2nccs2)cc1
  0.1	-4	0	30*	-0.4	7	0	4	0

These rows are one share of the data (hit frequency here may not be typical).
